GlmU inhibition – inhibition of mycobacterial GlmU enzyme – biochemical, glucosamine-1-phosphate acetyltransferase (AID 1376). M. tuberculosis GlmU acetyltransferase enzyme assay; higher % means a stronger effect. one-dose inhibition, %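 (tested at 30 µM in the primary screen)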; IC50 in µM for titrated hits. actives 0.25% (n = 220,000); in the data active means inhibition above about 13%;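 further: 0% = complete reaction with vehicle and 100% = reaction without substrate; strong numbers were not always called active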
RmlCD inh 1536 – inhibitors of Mycobacterium tuberculosis RmlC and RmlD coupled enzymes | AID 1533 | P9WH09+P9WH11 | actives 0.03% (n = 160,000) | inhibition, % at 3.6 µM | RmlC+RmlD coupled enzyme assay, percent inhibition; primary screen in compound mixtures; in the data active means inhibition mostly above about 34%, no sharp cut-off; further: some results filed as inactive read as strong as hits
Target sequence (P9WH09 whole entry, looked up): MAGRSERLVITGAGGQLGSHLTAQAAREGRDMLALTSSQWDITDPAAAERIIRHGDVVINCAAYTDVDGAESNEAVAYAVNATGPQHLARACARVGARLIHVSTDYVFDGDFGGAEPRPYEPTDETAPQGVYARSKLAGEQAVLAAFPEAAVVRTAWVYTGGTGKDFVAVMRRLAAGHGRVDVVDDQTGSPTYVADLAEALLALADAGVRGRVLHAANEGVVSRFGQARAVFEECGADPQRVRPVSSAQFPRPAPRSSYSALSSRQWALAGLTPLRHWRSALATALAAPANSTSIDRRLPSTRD
Target sequence (P9WH11 whole entry, looked up): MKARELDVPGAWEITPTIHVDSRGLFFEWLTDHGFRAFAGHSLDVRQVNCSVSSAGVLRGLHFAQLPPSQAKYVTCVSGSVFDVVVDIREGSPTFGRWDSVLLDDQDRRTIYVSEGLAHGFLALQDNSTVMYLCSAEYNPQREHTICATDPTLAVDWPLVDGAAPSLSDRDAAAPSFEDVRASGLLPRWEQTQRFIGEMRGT
An asterisk follows results filed as active; x = no result given; & = joins results of further samples. These rows are one share of the data; the hit share may differ from the screen's.

Below each SMILES: GlmU inhibition | RmlCD inh 1536
C#CCOCCOCCOCCNc1nc(N2CCN(C(=O)[C@H](Cc3ccc(O)cc3)n3cc([C@@H](N)C(C)CC)nn3)CC2)nc(N2CCN(C(=O)[C@H](Cc3cc4ccccc4[nH]3)n3cc([C@@H](N)CC(C)C)nn3)CC2)n1 (stereo not given in full)
    -18% | x
Cc1ccc(S(=O)(=O)Oc2ccc(C3C4=C(CCCC4=O)N(CCC(=O)O)C4=C3C(=O)CCC4)cc2Cl)cc1
    -2.0% | 2
O=C(O)CCCn1c(=O)[nH]c2ccccc2c1=O
    3.8% | 7
Cn1ccc(CC(=O)N2CCC(N3CCC(C(=O)N4CCCC4)CC3)CC2)c1
    0.4% | x
CC1=CC(C)(C)N=C(Nc2nc(C)c3cc(C)cc(C)c3n2)N1
    -6.0% | -13
CN1CCN(CC#CCC(O)(c2ccccc2)c2ccccc2)CC1
    -2.5% | -10
CCO[C@@H]1OC(C(=O)N2CCN(Cc3ccc4c(c3)OCO4)CC2)=C[C@H](C2CCCCC2)[C@H]1CCCO
    -1.7% | x
CC1=CC(C#N)(C#N)C(C#N)(C#N)C(c2ccccc2)N1 (stereo not given)
    4.2% | -5
CC(C)(C)N1[C@@H](CC(=O)O)c2cc(C(F)(F)F)ccc2S1(=O)=O
    0.1% | x
O=C(CN1CCCC1)NCC1(c2ccccc2)CCOCC1
    2.5% | x
CCOC(=O)c1c(-n2cnnn2)sc(C)c1C
    0.0% | 10
Cc1ccc(NC(=O)Cc2cn(C)c3ccccc23)cc1F
    0.7% | -12
COc1ccc(CCNC(=S)NC(=O)c2cc(OC)c(OC)c(OC)c2)cc1OC
    -4.3% | x
CCCCN(Cc1ccccc1)c1ncnc2nc[nH]c12
    6.8% | -9
COc1ccc(S(=O)(=O)N2CCN(CCC(=O)Nc3ccc(F)cc3)CC2)cc1
    3.8% | 1
CCOC(=O)N1CCC(=NNC(=O)c2ccc(O)cc2)CC1
    0.1% | 10
N#C/C(=C\c1cccs1)c1nc2ccccc2[nH]1
    1.9% | 2
O=S(=O)(c1ccc(-c2ccon2)s1)N1CCOCC1
    -3.5% | x
CCn1c(C)nc2cc(S(=O)(=O)Nc3ccc(C)cc3)ccc21
    -1.4% | 36
COc1ccc(NC(=S)Nc2ncccc2C)cc1OC
    -3.4% | -3
COCC(=O)NCCNc1nc2ccc(C)cc2cc1C
    0.4% | -7
Cc1ccc(NC(=O)c2noc(C(C)C)c2[N+](=O)[O-])cc1
    1.5% | 11
COC(CNc1cc(=O)oc2ccccc12)OC
    -0.7% | -11
CC(=O)Nc1ccccc1C(=O)N1CCN(Cc2ccccc2)CC1
    x | -13
COC(=O)Cn1nnc(-c2cccc(OC)c2)n1
    -2.0% | x
COc1ccc(CCNC(=O)c2cc3sc(Cl)cc3n2C)cc1OC
    -0.4% | -5
CCOC(=O)c1sc(=NC(=O)c2cccc(OC)c2)n(C)c1C
    -2.7% | x
COc1ccccc1NS(=O)(=O)c1cc(NC(C)=O)ccc1N1CCCCC1
    -4.8% | 8
CCn1c(CSCc2c(Cl)cccc2Cl)n[nH]c1=S
    0.9% | 0
Cc1ccc(S(=O)(=O)CCCS(=O)(=O)c2ccc(C)cc2)cc1
    -0.3% | x

Part of the list above in order of number of heavy atoms, ascending:
Below each SMILES: GlmU inhibition | RmlCD inh 1536
CCOC(=O)c1c(-n2cnnn2)sc(C)c1C
    0.0% | 10
COc1ccc(NC(=S)Nc2ncccc2C)cc1OC
    -3.4% | -3
CCOC(=O)N1CCC(=NNC(=O)c2ccc(O)cc2)CC1
    0.1% | 10
CC1=CC(C)(C)N=C(Nc2nc(C)c3cc(C)cc(C)c3n2)N1
    -6.0% | -13
CN1CCN(CC#CCC(O)(c2ccccc2)c2ccccc2)CC1
    -2.5% | -10

New compounds follow:
Below each SMILES: GlmU inhibition | RmlCD inh 1536
Cc1ccc(-n2ncc3c(=O)n(CC(=O)NCc4ccco4)cnc32)cc1
    -2.5% | -6
COc1cccc(C(=O)Nc2cccnc2)c1
    x | 5
COc1ccc(CNC(=O)CCCCCNc2nc(=S)[nH]c3ccccc23)cc1
    7.7% | 3
Cc1sc2ncnc(NCC3CCCO3)c2c1C (stereo not given)
    2.2% | 27
CCC(=O)N1CCc2cc(S(=O)(=O)CCC(=O)Nc3cccc(F)c3)ccc21
    -2.6% | 7
COC(=O)CCS(=O)(=O)c1nc(-c2ccccc2)cc(C(F)(F)F)n1
    3.5% | -3
c1ccn2cc(CSC3=NCCS3)nc2c1
    -4.6% | 38
CCn1nc(C)c(/C=C/C(=O)Nc2ccc(C)cc2C)c1C
    5.3% | 3
C/C(CC(=O)NC1CCCC1)=N\NC(=O)Cc1csc(N)n1
    2.3% | -12
Fc1cc2[nH]cnc2cc1Cl
    0.6% | -10
c1cncc(C(c2nnnn2C2CCCCC2)N2CCCCC2)c1 (stereo not given)
    -5.3% | 5
COc1ccc(C(CNC(=O)C2CC(=O)N(Cc3ccc(C)cc3)C2)N(C)C)cc1 (stereo not given)
    -4.3% | x
COc1cc(-c2nc(-c3cccc(C)c3)no2)cc(OC)c1OC
    1.9% | 9
Cc1ccc(Oc2ccc(N)cc2)cc1
    1.9% | 12
N#C/C(=C\c1ccc(N2CCCCC2)o1)C(=O)Nc1cccc(Br)c1
    0.7% | -1
COC(=O)c1ccc(Cl)c(NC(=O)CN2CCC(C)CC2)c1
    1.5% | x
O=C1C2C3C=CC(C3)C2C(=O)N1Nc1ccccc1 (stereo not given)
    10% | 88
CCOC(=O)N1CCC(NC(=O)c2cccc3c2C(=O)N(c2ccc(OC)cc2)C3)CC1
    10%&-8.0% | -5
NC(=O)C1(N2CCCCC2)CCN(C(=S)NC2CCCC2)CC1
    4.4% | -6
Cc1ccc(S(=O)(=O)N(C)C)cc1NC(=O)COC(=O)C1COc2ccccc2O1 (stereo not given)
    1.4% | 7
C[C@H](NC(=O)c1[nH]cnc1C(=O)Nc1ccc(Cl)cc1)C(=O)OC(C)(C)C
    -1.1% | 0
O=c1[nH]c(O)c(N=Nc2cccc(S(=O)(=O)N3CCOCC3)c2)c(=O)[nH]1
    0.8% | x
C=CCn1c(SCC(N)=O)nnc1-c1ccccc1O
    -1.7% | x
COC(=O)Nc1nc2ccc(Sc3ccccc3)cc2[nH]1
    -4.5% | x
CCc1ccc(S(=O)(=O)NC(=S)Nc2ccccc2)cc1
    0.7% | x
CC(C)(C)c1ccc(-c2conc2N)cc1
    1.6% | x
COc1ccc(/C=C/C(=O)Nc2cc(=O)n(C)c(=O)n2C)cc1
    -5.8% | x
O=C1N/C(=N/N=C/c2ccco2)SC1Cc1ccccc1 (stereo not given)
    0.8% | -7
Cc1cc(NC(=O)CSc2nnc(Cc3cccn3C)n2CCc2ccccc2)no1
    -3.2% | -9
O=C(O)c1cccc2cccnc12
    -9.5% | 16
COC(=O)C1=C(C)NC(=O)C1(NS(=O)(=O)c1ccc(NC(C)=O)cc1)C(F)(F)F (stereo not given)
    3.2% | 4
O=C(/C=C/c1ccccc1)Nn1c(-c2cccs2)nc2ccccc2c1=O
    2.3% | 10
COC(=O)[C@H]1[C@H](CCc2ccccc2)NC(=O)N(Cc2ccccc2)[C@@H]1C
    1.3% | x
COc1cccc(NC(=O)C(Sc2nnc3ccccn23)c2ccccc2)c1 (stereo not given)
    0.2% | -16
CCOC(=O)C1CCCN(c2nc3ccccc3nc2C(C#N)C(=O)OCCOC)C1 (stereo not given)
    -2.9% | -3
CC1(C)C(=O)Nc2ccccc2N1C(=O)COc1ncnc2ccccc12
    0.7% | 6
CC(=O)Nc1ccc(Br)c(Cl)c1
    -4.6% | -20
O=C(Cn1ncn2c(cc3ccccc32)c1=O)NCCC1=CCCCC1
    2.9% | 70
CNC(=S)N/N=C/c1cn(CCOc2ccccc2OC)c2ccccc12
    -3.6% | 3
O=S1(=O)CCN=C2SC3=C(CCCC3)N21
    3.0% | -9
O=C(Nc1ccc(N2CCOCC2)c(Cl)c1)c1ccccc1F
    1.7% | x
COc1ccccc1OCc1nc(C#N)c(N2CC(C)CC(C)C2)o1 (stereo not given)
    x | -5
CC1CCc2c(sc3nc4n(c(=O)c23)CCS4)C1 (stereo not given)
    1.8% | x
CC(C)C1(C)C(=O)N=C2c3ccccc3C(=O)N21 (stereo not given)
    2.5% | 15
O=C(COC(=O)c1cc(Cl)ccc1[N+](=O)[O-])Nc1cccc2ccccc12
    2.6% | 2
CC(C)(C)NC(=O)NC(=O)CN1CCCCCCC1
    0.2% | -10
Clc1ccc(-c2cn(-c3ccccc3)c3[n+]2CCS3)cc1
    5.9% | 3
CCOc1ccc(NC(=O)CC2Nc3ccccc3NC2=O)cc1 (stereo not given)
    1.8% | x
COc1cccc(C2=CC(c3cccs3)n3nnnc3N2)c1 (stereo not given)
    -1.4% | 0
Cc1nnnn1CC(=O)Nc1ccccc1[N+](=O)[O-]
    -3.4% | -10

More structures follow:
Below each SMILES: GlmU inhibition | RmlCD inh 1536
Cc1c(NC(=O)C2C3C=CC(C3)C2C(=O)O)c(=O)n(-c2ccccc2)n1C (stereo not given)
    5.4% | 12
Cc1ccc(-n2c(-c3cc(C)n(C)n3)n[nH]c2=S)cc1
    -2.2% | x
COC(=O)c1ccc(CN2C(=O)NC3(CCC(C)CC3)C2=O)cc1 (stereo not given)
    -0.3% | 2
Nc1c(-c2ccccc2)cnn1-c1cccc([N+](=O)[O-])c1
    1.0% | 4
Cc1ccc(-c2ccc(S(=O)(=O)NCc3ccco3)cc2)cc1
    3.2% | 4
CCC(C)NC(=O)CSC1=Nc2ccccc2C2=NC(CC(=O)NCc3ccc(F)cc3)C(=O)N12 (stereo not given)
    -1.3% | 3
Cc1cc(C)c(NS(=O)(=O)c2cccc3cccnc23)c(C)c1
    -0.2% | 9
O=C(NCCN1C(=O)CSC1=O)C1CC(=O)N(c2ccccc2)C1 (stereo not given)
    3.3% | x
CC(=O)c1ccc(Nc2cc(C)nc3c(C)cccc23)cc1
    2.1% | -6
CC(CCN(C)C)OC(=O)c1ccc(C(C)c2ccccc2)o1 (stereo not given)
    5.2% | x

Retrieved by structure from the entries so far:
Below each SMILES: GlmU inhibition | RmlCD inh 1536
Cc1ccc(-n2c(-c3cc(C)n(C)n3)n[nH]c2=S)cc1
    -2.2% | x
CC(CCN(C)C)OC(=O)c1ccc(C(C)c2ccccc2)o1 (stereo not given)
    5.2% | x
Nc1c(-c2ccccc2)cnn1-c1cccc([N+](=O)[O-])c1
    1.0% | 4
CCC(C)NC(=O)CSC1=Nc2ccccc2C2=NC(CC(=O)NCc3ccc(F)cc3)C(=O)N12 (stereo not given)
    -1.3% | 3
Cc1ccc(-c2ccc(S(=O)(=O)NCc3ccco3)cc2)cc1
    3.2% | 4

Additional records follow:
Below each SMILES: GlmU inhibition | RmlCD inh 1536
COc1ccc(CCNC(=O)c2[nH]c(C)c(C(C)=O)c2C)cc1OC
    2.2% | -3
CC(=O)NC1=NN(C(C)=O)C(C)(CCS(=O)(=O)c2ccc(Br)cc2)S1 (stereo not given)
    3.1% | x
Cc1cc(C)nc(-n2nc(C)cc2NC(=O)CN2CCCC(C)C2)n1 (stereo not given)
    9.5% | -2
Cc1onc(-c2ccccc2Cl)c1C(=O)NCc1ccc(S(N)(=O)=O)cc1
    6.1% | -5
O=C(COC(=O)c1ccccc1NC(=O)c1ccco1)Nc1ccc2c(c1)OCO2
    -2.0% | x
CC1Oc2ccccc2N(Cc2cccnc2)C1=O (stereo not given)
    3.2% | -5
Cc1ccc(C(=O)Nc2cccc(C(=O)O)c2)cc1
    0.9% | x
CCOc1cccc(/C=C2\NC(=S)N(c3ccccc3)C2=O)c1O
    -3.6% | 1
CCOC(=O)c1cccc(NC(=O)c2cncc(Br)c2)c1
    3.8% | 5
COc1ccc(-c2nc(-c3cccc(C)c3)no2)cc1OC
    1.9% | 5
C/C(=N\Nc1cccc(C(=O)O)c1)c1ccc(Cl)s1
    -0.3% | x
Cc1nc2c(c3c1[nH]c1ccccc13)C(O)CC(C)(C)C2 (stereo not given)
    -2.5% | -5
CNc1ccc(Br)cc(C(=O)/C=C/c2cccc(Cl)c2Cl)c1=O
    13%* | x
c1ccc(-n2ncc3c(NCc4ccc5c(c4)OCO5)ncnc32)cc1
    5.9% | x
Cc1ccc(OS(=O)(=O)c2ccccc2)c(/C=N/N=C2\NC(=O)C(C)S2)c1 (stereo not given)
    1.7% | 3
Cc1nc2ccccc2n1CC(=O)N/N=C/c1cccs1
    6.4% | 5
CCC(CC)N1CCN(CC2CC=CCC2)CC1 (stereo not given)
    -3.5% | -22
CCCC(C(=O)OCCN(CC)CC)(c1ccccc1)c1ccccc1
    -4.3% | x
C=CCc1cc(/C=C2/NC(=O)NC2=O)cc(OCC)c1O
    5.9% | -2
CC(=O)N1CN(C2CCCC2)Cc2c1sc1c2CCCC1
    -3.2% | x
CCOc1ccc2nc(SCC)[nH]c2c1
    2.8% | x
Cc1cc(C)n(-c2nc3ccccc3nc2NCCc2ccccc2)n1
    3.0% | -5
COc1cccc(/C=N/Nc2ncnc3c2ncn3Cc2ccccc2)c1O
    5.6% | -7
CC1CCN(c2nc3ccc(C(=O)O)cc3s2)CC1
    0.5% | 1
O=C(NCCO)c1ccc(Cl)c(Cl)c1
    -2.6% | x
COc1ccc(C)cc1NC(=O)COC(=O)C1CC1
    0.6% | x
COc1ccc(C2CC(c3ccc(Cl)cc3)Nc3nc(NC(=O)c4ccco4)nn32)cc1 (stereo not given)
    -5.8% | x
COC(=O)C(C(=O)OC)C(c1ccccc1)C(C(=O)c1ccccc1)[N+](=O)[O-] (stereo not given)
    2.7% | -1
COc1ccc(-c2nc(NC(=O)C3=NN(c4cccc(C)c4)C(=O)CC3)sc2C)cc1
    8.7% | 11

High-throughput results (PubChem)
